Source: PubChem BioAssay
TDP1 inh: blocks human tyrosyl-DNA phosphodiesterase 1. Potency, µM (doses to about 130 µM), inactives show at the highest dose activity change, negative = inhibition, actives largely listed as inhibitors. recombinant TDP1, AlphaScreen DNA substrate cleavage. Q9NUW8. hit rate 0.28% among 350,000; also: nearly all actives have a fitted effect of over 40% in size
Target sequence (Q9NUW8 whole entry, looked up): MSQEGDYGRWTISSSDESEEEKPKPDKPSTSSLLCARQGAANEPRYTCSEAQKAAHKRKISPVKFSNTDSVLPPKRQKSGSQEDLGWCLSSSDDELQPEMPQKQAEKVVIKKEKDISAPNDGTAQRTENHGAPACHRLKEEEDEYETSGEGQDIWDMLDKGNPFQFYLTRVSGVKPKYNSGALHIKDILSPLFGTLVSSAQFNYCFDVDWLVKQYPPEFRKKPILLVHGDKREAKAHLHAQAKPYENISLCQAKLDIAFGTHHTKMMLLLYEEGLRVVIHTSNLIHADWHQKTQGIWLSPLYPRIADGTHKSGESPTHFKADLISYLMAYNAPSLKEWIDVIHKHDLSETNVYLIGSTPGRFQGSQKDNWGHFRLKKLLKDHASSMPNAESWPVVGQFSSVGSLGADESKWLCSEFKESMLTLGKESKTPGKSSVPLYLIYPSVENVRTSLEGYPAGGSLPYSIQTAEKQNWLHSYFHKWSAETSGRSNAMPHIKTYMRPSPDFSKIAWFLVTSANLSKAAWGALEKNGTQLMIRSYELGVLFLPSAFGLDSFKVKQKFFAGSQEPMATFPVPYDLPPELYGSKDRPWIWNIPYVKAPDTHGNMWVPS
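Steps: enzyme plus compound, 15 min RT; add biotin/phosphotyrosine-FITC oligonucleotide (15 nM final), react 5 min; add donor/acceptor beads (10 ug/ml final), 10 min; read AlphaScreen. Tdp1 at 1 nM final.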
FEN1 inhibitor: human FEN1 inhibition; hit rate 0.35% among 390,000; AID 588795; Potency, µM (series often up to 114 µM), inactives show at the highest dose activity change, negative = inhibition, usual class: inhibitors; Recombinant FEN1 flap cleavage, fluorescence, 15 min; also: nearly all actives have a fitted effect of over 65% in size
Target sequence (P39748 whole entry, looked up): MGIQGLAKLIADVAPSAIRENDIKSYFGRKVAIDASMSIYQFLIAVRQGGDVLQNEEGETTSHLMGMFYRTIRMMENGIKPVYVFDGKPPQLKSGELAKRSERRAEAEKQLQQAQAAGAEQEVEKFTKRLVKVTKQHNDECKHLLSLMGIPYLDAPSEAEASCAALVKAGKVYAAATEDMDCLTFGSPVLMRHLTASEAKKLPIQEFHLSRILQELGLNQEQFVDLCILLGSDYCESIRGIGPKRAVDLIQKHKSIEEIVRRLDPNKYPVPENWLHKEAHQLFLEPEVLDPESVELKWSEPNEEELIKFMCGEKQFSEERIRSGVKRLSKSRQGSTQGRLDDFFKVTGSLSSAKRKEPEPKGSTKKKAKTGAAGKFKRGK
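Quantitative HTS format: each compound was titrated, incubated with 10 nM nuclease for 15 min at room temperature, then challenged with flap substrate at 50 nM final. Signal change over 15 min gave concentration–effect curves.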
N370S GC: inhibitors or activators of N370S glucocerebrosidase for Gaucher disease | P04062 | N370S GC spleen homogenate, 4MU-glucoside fluorescence | Potency, µM (highest dose often 59.4 µM), for inactives: at the top dose activity change, negative = inhibition, most hits filed as inhibitors | hit rate 0.092% among 330,000 | AID 2101;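 also: 0% = full enzyme activity and -100% = no enzyme basal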
* hit, by the source's call; ? = inconclusive; . = no result given; & = joins results of further samples; [ ] = another dose, or the depositor's remark. Calls follow the shape of the dose curve; as a rule, active = well fitted curve in the direction sought with a large enough effect; inconclusive = small, poorly fitted or top-dose-only effect, or another doubt; inactive = no such curve, though single readings can be large; an effect the other way counts as inactive or inconclusive. Unless noted, % is scaled to controls: 0 for no effect and ±100 for the full control effect; potency is read from the fitted curve at half-maximal effect.

SMILES | TDP1 inh | FEN1 inhibitor | N370S GC
CSc1ccc(/C=N/NC(=O)CN2CCN(Cc3ccccc3)CC2)cc1 | 0% | -13% | 6%
Cc1ccc(NC(=O)CN2CCCC2c2cccs2)cc1S(=O)(=O)N1CCCCC1 (stereo not given) | -1%[56.1 µM] | -18% | .
Cn1c(N2CCCC2)nc2c1c(=O)n(Cc1ccc(F)cc1)c(=O)n2C | 4% | -5% | 14%
Cc1ccc(/C=C/C(=O)OCC(=O)N(CC(C)C)c2c(N)n(Cc3ccccc3)c(=O)[nH]c2=O)o1 | -15% | -10% | ?
CCC(C)NC(=O)c1ccccc1NC(=O)C(C)N(c1ccccc1)S(C)(=O)=O (stereo not given) | 7% | -1% | -13%
COc1ccc(Cn2c(=O)c3cccnc3n(Cc3cccc(F)c3)c2=O)cc1 | 1% | -7% | .
O=C1CSC(c2cn(-c3ccccc3)nc2-c2cccs2)N1Cc1ccccc1 (stereo not given) | -1% | . | 5%
Cc1nnc2sc(SCc3ccccc3)nn2c1=O | 0% | . | -8%
Cc1cccc(N2CCN(S(=O)(=O)c3ccc4c(c3)CCN4C(=O)CCC(=O)O)CC2C)c1 (stereo not given) | -11% | ? | -2%
Cc1c(NC(=O)c2c(N)sc3c2CCCC3)c(=O)n(-c2ccccc2)n1C | 7% | -1% | -3%
CCOc1ccc(-c2cc(N)n(S(=O)(=O)c3ccc(OC)cc3)n2)cc1 | 0% | -4% | 5%
N#CC1(Cc2ccccc2)c2ccccc2C=CN1C(=O)c1ccccc1 (stereo not given) | 5% | -12% | 21%
O=C(NCc1ccc2c(c1)OCO2)c1ccc(NS(=O)(=O)c2ccc3c(c2)OCCO3)cc1 | 5% | -6% | -2%
Cc1cccc(C(=O)Nc2c(C(=O)N(C)C)cnn2-c2ccccc2)c1 | . | -3% | 7%
Cc1cc(C)c(S(=O)(=O)Nc2ccccn2)c(C)c1 | 3% | -1% | -7%
COc1cc(C2c3c(oc4ccccc4c3=O)C(=O)N2c2ccc(C)cn2)ccc1O (stereo not given) | 0% | -17% | 7%
CNC(=O)C(=O)NCC1OCCN1S(=O)(=O)c1ccc2c(c1)OCCO2 (stereo not given) | 5% | 7% | -6%
Cc1cccc(C)c1NC(=S)N(Cc1ccccc1)Cc1cccnc1 | 7% | -1% | 3%
CCCCOC(=O)c1ccc(Nc2nc3ccccc3c3nnc(C)n23)cc1 | 14% | -7% | .
CCOc1ccc(NC2CCN(C(C)=O)CC2)cc1 | 1% | 1% | 1%
COc1ccc(/C=C/C(=O)NC(=S)Nc2ccc(Br)cn2)cc1 | . | -6% | 12%
CCN(CC)C(=S)SC1CCCCN(C(=O)c2ccc(F)cc2)C1=O (stereo not given) | 5% | -5% | 10%
COC(=O)C(C)N1CCC(=O)c2ccccc2S1(=O)=O (stereo not given) | 6% | 3%&8% | -6%&-6%
CN(CC(=O)N(CCO)Cc1ccccc1)S(=O)(=O)c1ccc2c(c1)c(=O)n(C)c(=O)n2C | 1% | -11% | -15%
CCOc1ccc2ncc(C(=O)c3ccc(OC)cc3)c(N3CCN(CC)CC3)c2c1 | 4% | -1% | -7%
COc1cc2c(C(=O)O)c(C)n(-c3ccccc3)c2c2ccccc12 | -1% | 1% | ?
Cc1cc(C)cc(N(C(=O)c2csnn2)C(C(=O)NC2CCCC2)c2cccnc2)c1 (stereo not given) | 2% | 4% | -6%
CCOC(=O)N1CCC(NC(=O)C2=CCN(S(=O)(=O)c3ccccc3)CC2)CC1 | 5% | 1% | 9%
CCS(=O)(=O)N1CCCC(C(=O)NCc2ccccc2Cl)C1 (stereo not given) | -4% | -2% | 3%
COc1ccc(Cl)cc1N(CC(=O)N(C)C)S(=O)(=O)c1ccc(C)c([N+](=O)[O-])c1 | 3% | 17% | 6%

Full records, quoted from the list. Screens in order: TDP1 inh | FEN1 inhibitor | N370S GC
COc1cc2c(C(=O)O)c(C)n(-c3ccccc3)c2c2ccccc12 is listed with -1% | 1% | ?
Cc1cc(C)cc(N(C(=O)c2csnn2)C(C(=O)NC2CCCC2)c2cccnc2)c1 (stereo not given) is listed with 2% | 4% | -6%
COc1ccc(/C=C/C(=O)NC(=S)Nc2ccc(Br)cn2)cc1 is listed with . | -6% | 12%
CCN(CC)C(=S)SC1CCCCN(C(=O)c2ccc(F)cc2)C1=O (stereo not given) is listed with 5% | -5% | 10%
CN(CC(=O)N(CCO)Cc1ccccc1)S(=O)(=O)c1ccc2c(c1)c(=O)n(C)c(=O)n2C is listed with 1% | -11% | -15%

Next part
SMILES | TDP1 inh | FEN1 inhibitor | N370S GC
CCOc1ccc(CN2CCN(Cc3nc4c(s3)CCCC4)CC2CCO)cc1 (stereo not given) | 6% | 8% | -1%
CCOc1ccccc1NC(=S)N1CCN(c2cccc(C)c2C)CC1 | 4% | -11% | 0%
Nc1ncnc(Nc2ccccn2)c1[N+](=O)[O-] | 0% | -2% | 16%
Cc1nn(Cc2ccc(Cl)c(Cl)c2)c(C)c1NC(=O)c1cc(-c2ccc3c(c2)OCO3)on1 | 1% | -19% | 12%
O=C(CNC(=O)COc1ccccc1)NCc1cccnc1 | 4% | -8% | -3%
CCCCCCCn1c(NC(=O)CC)nc2ccccc21 | . | -7% | 30%
CC(C)Cn1c(O)c(N=NC(=O)c2cccc(S(=O)(=O)N3CCCCC3)c2)c2ccccc21 | -1% | -11% | 5%
CCOc1c(Cl)cc(C(=O)Nc2ccccc2C(=O)O)cc1Cl | 6% | -4% | -22%
CN(C)S(=O)(=O)c1ccc2nnn(O)c2c1 | 0% | 8% | 2%
CCOC(=O)c1c(C)[nH]c(C(=O)OCC(=O)Nc2ccc(Cl)cn2)c1C | -3% | 2% | .
COc1ccc(CCNC(=O)C(=O)NCC2CCCO2)cc1 (stereo not given) | 1%[56.1 µM] | -2% | 18%
CCCn1cc(S(=O)(=O)c2ccc(CC)cc2)c(=O)c2cc(F)c(N3CCN(C)CC3)cc21 | 2% | -3% | .
CCN(CC(=O)NCc1ccc(F)cc1)C(=O)CN1CCN(c2ccc(OC)cc2)CC1 | . | 9% | -2%
CCOC(=O)N1CCC(N(CCOC)C(=O)Nc2ccc(Cl)c(Cl)c2)CC1 | -1% | 4% | 5%
O=C(CN(CC1CCCO1)C(=O)CNS(=O)(=O)c1ccccc1)NCc1ccco1 (stereo not given) | 9% | 6% | 1%
Cc1ccn2c(=O)nc(SCC(=O)OCc3ccccc3)nc2c1 | . | -1% | 6%
CC1CCCCC1NC(=O)C1CCN(S(=O)(=O)N2CCC3(CC2)OCCO3)CC1 (stereo not given) | 1% | -3% | 11%
CC1CCCN(C(=O)C2CC(=O)N(c3ccc(Cl)cc3)C2)C1 (stereo not given) | 2% | -4% | -2%
CCOC(=O)N1CCC(N2CCN(Cc3ccc(C)o3)C(CCO)C2)CC1 (stereo not given) | 5% | 9% | 1%
CCc1ccc(NC(=O)Cn2nnc(C(=O)NCc3cccs3)c2N)cc1 | 1% | -1% | -3%
CN(C)CCN(C(=O)c1ccc2ccccc2c1)c1nc2ccc(Br)cc2s1 | 8% | 4% | 2%
Cc1ccc(-c2nnc(SCC(=O)N/N=C/c3c(C)nn(-c4ccccc4)c3C)n2-c2ccccc2)cc1 | 3% | 2% | -3%
CC1(C)c2[nH]c3ccccc3c2C[C@H]2C(=O)N(CCCO)CC(=O)N21 | . | -2% | 3%
Cc1nc2c(=O)oc3ccccc3c2n1-c1ccccc1 | 1% | 3% | 6%
Cc1cccc(NC(=O)c2ccc(OCc3c(C)noc3C)cc2)n1 | 0% | -21% | .
CCN(Cc1ccccc1)C(c1ccccn1)c1nnnn1C1CCCCC1 (stereo not given) | -2% | ? | 28%
O=C(Cn1c(=O)nc(-c2ccccc2)c2cc(Cl)ccc21)NCc1ccccc1 | 4% | 2% | .
CCCOc1ccc(C2c3c(-c4ccccc4O)n[nH]c3C(=O)N2Cc2cccnc2)cc1 (stereo not given) | 9% | 12% | .
CC(=O)Nc1ccc(NC(=O)C(C)OC(=O)C23CC4CC(CC(Cl)(C4)C2)C3)cc1 (stereo not given) | 0% | -4% | .
NS(=O)(=O)c1ccc(-n2ncc3c(=O)[nH]c(SCC(=O)Nc4nccs4)nc32)cc1 | 5% | -14% | 3%
O=C(NCCS(=O)(=O)N1CCN(c2ccccc2)CC1)C1CC(=O)N(c2ccc(F)cc2)C1 (stereo not given) | 1%&1% | -9%&-10% | -4%
C=CCn1c(SCC(=O)NC2CCS(=O)(=O)C2)nc2sc(CC)cc2c1=O (stereo not given) | -1% | -14% | -8%
Clc1ccc(OCc2nn3c(-c4ccco4)nnc3s2)cc1 | 4% | -3% | ?
CCN(CC)C(=O)N1CCc2ccccc21 | -5% | 19% | -16%
O=[N+]([O-])c1ccc(NC(=S)NCC(c2cccnc2)N2CCOCC2)cc1 (stereo not given) | 5% | -4% | ?
CSCCC(NS(=O)(=O)c1cccs1)C(=O)NCc1ccc(C)cc1 (stereo not given) | 8% | 2% | 5%
COc1ccc(/C=N/NC(=O)c2ccncc2)cc1COc1ccc(NC(C)=O)cc1 | 0% | 15% | 0%
Cn1nc(C(=O)NCc2cccs2)c2ccccc2c1=O | 5% | -12% | -21%
COc1cc(OC)cc(C(=O)NNS(=O)(=O)c2ccc(F)cc2)c1 | 5% | 14% | -9%
Cc1cc(-c2ccc(C(C)C)c(S(=O)(=O)N3CCC(C)CC3)c2)on1 | -4% | -12% | 29%

Given in markdown: three of the compounds above
| Molecule | TDP1 inh | FEN1 inhibitor | N370S GC |
| --- | --- | --- | --- |
| CC1(C)c2[nH]c3ccccc3c2C[C@H]2C(=O)N(CCCO)CC(=O)N21 | . | -2% | 3% |
| Cc1ccc(/C=C/C(=O)OCC(=O)N(CC(C)C)c2c(N)n(Cc3ccccc3)c(=O)[nH]c2=O)o1 | -15% | -10% | ? |
| CCN(CC(=O)NCc1ccc(F)cc1)C(=O)CN1CCN(c2ccc(OC)cc2)CC1 | . | 9% | -2% |

Only TDP1 inh and N370S GC, for three of the compounds above:
canonical_smiles,TDP1 inh,N370S GC
O=C(NCCS(=O)(=O)N1CCN(c2ccccc2)CC1)C1CC(=O)N(c2ccc(F)cc2)C1 (stereo not given),1%&1%,-4%
CCN(CC)C(=O)N1CCc2ccccc21,-5%,-16%
Clc1ccc(OCc2nn3c(-c4ccco4)nnc3s2)cc1,4%,?

Other records follow.
SMILES | TDP1 inh | FEN1 inhibitor | N370S GC
COc1ccccc1N1CCN(C(=O)c2cc3c(=O)n(Cc4cccs4)ccc3nc2C)CC1 | -1% | 1% | .
C=CCOc1ccc(/C=C2\C(=N)N3N=C(S(=O)(=O)CC)SC3=NC2=O)cc1OC | 1% | -4% | 1%
COc1cccc(Nc2ccc(-n3ccnc3)nn2)c1 | . | -4% | 5%
N=c1oc2ccccc2cc1C(=O)NCc1ccccc1 | 1% | 3% | 4%
Cc1nc(N2CCOCC2)c2c(C)c(C(=O)Nc3ccc(F)cc3Cl)sc2n1 | -5% | 5% | -9%
Cc1ccc(C)c(NNC(=O)C(=O)NNc2cc(C)ccc2C)c1 | -3% | -2% | 2%
C=CC1=C2C=C(C3CC3)N(Cc3ccccc3)C=C2C(=O)C(C)(OC(=O)c2ccco2)C1=O (stereo not given) | 7%[12.3 µM] | . | 2%[12.8 µM]
O=C(NCc1ccccc1)c1cnc2n(c1=O)CCS2 | 4% | -2% | 15%
Nn1c(SCC(=O)Nc2nnc(-c3ccccc3)o2)nnc1C1CC1 | 0% | -3% | -14%
COc1ccc(-n2c(SCC(=O)Nc3ccc(Cl)c(C)c3)nc3n[nH]c(C)c3c2=N)cc1 | 5% | 0% | .
